D1 antagonist = human D1 dopamine receptor antagonism; HEK293 TREx D1 cells, calcium flux, dopamine EC80; hits give low values; activity change, negative = inhibition, % at 10 µM; 360,000 compounds, 3.2% hits; in the data active = activity change below about -30%; also: % is scaled to controls: 0 for no effect and ±100 for the full control effect
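Calcium flux readout: force-coupled, inducible Hek293 Trex D1 line, cells induced overnight at 30 C with tetracycline, dye-loaded 30–90 min at RT. Antagonism scored against EC80 dopamine challenge given 180 s after compound.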
D2 antagonist = antagonizes the human D2 dopamine receptor | inhibition, % at 10 µM | HEK293 TREx D2 cells, calcium flux, dopamine EC80 | AID 485344 | P14416 | 340,000 compounds, 2% hits; in the data active = inhibition above about 30%; also: 0% is about no effect
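Measurement of antagonist activity uses fluorescent calcium dye in inducible HEK293 T-REx D2 cells: 10 s baseline, compound addition with 180 s read, EC80 dopamine addition with a further 180 s read.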
D1 PAM = enhances dopamine response at the human D1 receptor; P21728; HEK293 TREx D1 cells, calcium flux, dopamine EC20 potentiation; potentiation, % at 10 µM; 360,000 compounds, 0.036% hits; AID 504651; in the data active = potentiation above about 30%; also: 0% is about no effect
RXFP1 agonist = agonists of human relaxin receptor RXFP1; Q9HBX9; HEK293T-RXFP1 cAMP TR-FRET, 30 min; response scale: percent of porcine relaxin response, buffer zero; Potency, µM (highest dose often 57.5 µM), without a hit: at the top dose activation, hits mostly activators; 370,000 compounds, 0.3% hits; AID 2676; active = well fitted activation curve with a large enough effect; inconclusive = small, poorly fitted or top-dose-only effect; also: potency is read from the fitted curve at half-maximal effect; % is scaled to controls: 0 for no effect and ±100 for the full control effect; nearly all actives have a fitted effect of over 60% in size; many of its hits are not listed in these tables
Target sequence (Q9HBX9 whole entry, looked up): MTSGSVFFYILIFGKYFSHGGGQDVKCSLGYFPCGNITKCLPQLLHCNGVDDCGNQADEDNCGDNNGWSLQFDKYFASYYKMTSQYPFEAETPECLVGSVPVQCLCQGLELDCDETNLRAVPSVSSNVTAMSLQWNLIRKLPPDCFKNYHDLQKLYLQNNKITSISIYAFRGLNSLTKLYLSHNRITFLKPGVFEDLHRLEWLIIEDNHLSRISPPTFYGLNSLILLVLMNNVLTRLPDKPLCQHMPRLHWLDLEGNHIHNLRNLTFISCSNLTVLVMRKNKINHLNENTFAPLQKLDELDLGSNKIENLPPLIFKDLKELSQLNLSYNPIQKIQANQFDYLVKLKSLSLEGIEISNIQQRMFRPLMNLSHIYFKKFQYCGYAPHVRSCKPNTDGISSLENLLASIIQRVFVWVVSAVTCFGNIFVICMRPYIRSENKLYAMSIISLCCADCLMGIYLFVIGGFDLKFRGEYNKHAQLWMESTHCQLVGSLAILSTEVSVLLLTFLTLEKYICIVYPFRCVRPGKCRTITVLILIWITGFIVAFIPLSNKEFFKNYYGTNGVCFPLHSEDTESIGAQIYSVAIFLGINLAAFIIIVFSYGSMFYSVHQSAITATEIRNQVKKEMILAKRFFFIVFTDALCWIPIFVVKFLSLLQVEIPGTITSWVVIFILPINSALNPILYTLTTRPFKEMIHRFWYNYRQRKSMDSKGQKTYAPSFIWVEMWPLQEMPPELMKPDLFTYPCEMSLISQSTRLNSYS
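HEK293 cells stably expressing RXFP1, treated 30 min at 37C with compounds plus PDE4 inhibitor Ro 20174; cAMP measured by HTRF TR-FRET. Normalized to buffer and 29 nM porcine relaxin; EC50 by Hill fit.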
D2 potentiator = D2 dopamine receptor (human) potentiation; 340,000 compounds, 0.34% hits; potentiation, % at 10 µM; AID 485347; P14416; HEK293 T-REx D2, calcium flux, EC20 dopamine potentiation;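 active = potentiation over 3 SD above the plate norm, cut at about 30% in these data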; also: 0% is about no effect
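Primary screen. Calcium kinetics in induced HEK293 T-REx D2 cells: compound pre-addition 180 s, EC20 dopamine, 180 s more.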
RXFP1 antagonist = RXFP1 (human) relaxin receptor antagonism; 350,000 compounds, 0.59% hits; activity change, negative = inhibition, % at 57.5 µM; Q9HBX9; HEK293-RXFP1, relaxin-stimulated cAMP HTRF, 30 min; hits give low values;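 active = activity change of -60% or lower, but not beyond a set lower limit; inconclusive = change between -60% and -40%, or beyond the set limit; inactive = change above -40%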; also: % is scaled to controls: 0 for no effect and ±100 for the full control effect
TRHR enhancer = allosterically enhances the human TRH receptor; TRHR cells, fluo-8 calcium fluorescence, EC20 TRH enhancement; enhancement, % at 2 µM; 360,000 compounds, 0.66% hits; in the data active = enhancement above about 30%; also: 0% is about no effect
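TRHR-expressing cells loaded with fluo-8 calcium dye were read kinetically (ex 480/em 530) during compound addition, then stimulated with an EC20 of TRH (10 nM final). Enhancement of the Gq-mediated intracellular calcium response was scored.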
D1 ag = human D1 receptor agonism; P21728; HEK293 T-REx D1 cells, calcium flux, agonist mode; activation, % at 2 µM; 360,000 compounds, 1% hits; AID 504660; in the data active = activation above about 30%; also: 0% is about no effect
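Agonism was scored from calcium flux recorded over 180 s (1 read/s) after pintool compound addition, following a 10-cycle baseline. Cells were inducible force-coupled HEK293 TREx D1, plated overnight at 30 C and loaded with no-wash calcium dye.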
D2 ag = activates the human D2 dopamine receptor; P14416; HEK293 T-REx D2 cells, calcium flux agonist mode; activation, % at 2 µM; 340,000 compounds, 0.53% hits; AID 485358;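 active = activation over 3 SD above normal in the single-dose calcium agonist read, cut at about 30% in these data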; also: 0% is about no effect
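Tetracycline-induced HEK293 Trex cells with D2 receptor force-coupled to calcium signaling, plated overnight at 30 C and loaded with no-wash calcium dye. Calcium flux read kinetically for 180 s after compound addition; responses flag agonists.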
The depositor's hits bear a star; u = inconclusive; x = no result given.

entry	canonical_smiles	D1 antagonist	D2 antagonist	D1 PAM	RXFP1 agonist	D2 potentiator	RXFP1 antagonist	TRHR enhancer	D1 ag	D2 ag
1	CC(C(=O)O)N1C(=O)/C(=C/c2cccn2C)SC1=S (stereo not given)	3	9	-1	-0.1%	-1	23	-2	6	0.9
2	CC(/C=N/n1c(-c2ccc(C)cc2)n[nH]c1=S)=C\c1ccco1	-8	7	-5	0.8%	2	-7	-11	1	-0.3
3	COC(=O)c1cc2c(N)c(C(=O)c3ccc(Cl)cc3)sc2nc1C(OC)OC	-9	5	0	5.5%	10	-3	1	10	1.8
4	Cc1cc(C)c[n+](-c2nc3ccccc3nc2[N-]S(=O)(=O)c2ccc(Br)s2)c1	3	-1	-5	-0.1%	14	-4	2	7	6.5
5	CCOC(=O)c1ccc(NC(=O)CSc2ccc(-c3sc(C)nc3C)nn2)cc1	-42*	x	-1	u	0	-8	-1	1	-2.3
6	CCc1cccc(-n2c(C)nc3c(cnn3-c3ccc(Cl)cc3)c2=O)c1	0	x	1	-0.8%	x	x	2	8	0.8
7	O=C(NCCC1=CCCCC1)c1ccc2c(c1)sc1nc(-c3ccc(F)cc3)cn12	-2	x	-3	-0.3%	6	12	3	1	-0.6
8	COc1ccc(CCNC(=O)c2ccc3nc[nH]c3c2)cc1	-1	20	-4	2.2%	-6	9	-5	0	0.6
9	COCCNC(=S)N1CCN(S(=O)(=O)c2ccc(Cl)s2)CC1	-30	-8	-3	-2.8%	5	0	6	3	0.3
10	Cc1ccc2nc(NCC(=O)O)nc(-c3ccccc3)c2c1	-3	-2	0	0.9%	1	-4	1	2	0.1
11	O=C(NCCCN1CCN(c2ccc(F)cc2)CC1)c1cnn(-c2ccc(F)cc2)c1-n1cccc1	1	x	-2	-1.1%	-17	x	4	10	4.3
12	CCn1cc(C(=O)Nc2ccc(F)c(F)c2)cn1	-5	-9	-4	-2.0%	-6	x	24	3	-1.1
13	COc1ccc(CNC(=O)CCCN2C(=O)c3ccccc3C2=O)cc1	-20	19	-2	2.9%	2	10	-4	4	0.7
14	CC(CCc1ccccc1)NC(=O)C(=O)c1c[nH]c2ccccc12 (stereo not given)	3	11	-2	-0.1%	-4	16	2	4	0.7
15	Cc1nc(C)c(-c2ccc(SCC(=O)Nc3cccc(Cl)c3)nn2)s1	-17	-15	-4	13%	2	-7	8	2	-1.5
16	Cn1cc(C(=O)Nc2ccc(F)c(F)c2)cn1	x	-5	-1	0.8%	-3	-2	8	1	0.0
17	O=C(CSc1n[nH]c(-c2ccccc2)n1)N1CCN(c2ccc(F)cc2)CC1	-3	x	-1	5.4%	11	-11	1	-1	-0.6
18	Cc1ccc(/C=C/C(=O)OCC(=O)N2CC(=O)Nc3ccccc32)o1	-3	-6	-3	1.7%	17	-19	-3	3	1.3
19	CC1CN(c2ccc(NS(=O)(=O)c3ccccc3)cc2C(=O)O)CC(C)O1 (stereo not given)	-2	-3	0	-1.2%	-1	-4	3	3	-0.1
20	COCCN(CCOC)c1nc(-c2ccccc2)nc2ccccc12	-6	8	-7	0.8%	14	-2	3	1	-0.3
21	O=C(/C=C/c1ccccc1)NCCSc1ccc(Cl)cc1	12	-27	-3	0.0%	-10	-2	1	2	0.2
22	COc1cc2oc3ccccc3c2cc1N(CC(=O)N(C)C)S(=O)(=O)c1ccc(C)cc1	0	-6	8	-1.4%	-6	-6	-5	-1	1.5
23	O=C(N/N=C/C(Br)=C\c1ccccc1)c1ccc2nc[nH]c2c1	13	34*	-2	2.5%	9	-6	-5	-1	1.0
24	COc1cc(NC(=O)CCn2c(=S)oc3ccccc32)cc(OC)c1OC	-3	-12	-3	0.0%	-6	15	-3	2	-1.0
25	Cc1ccc(C(=O)OCC(=O)c2c[nH]c3ccccc23)cc1S(=O)(=O)N1CCCCC1	-13	2	2	3.3%	6	-3	-1	3	-0.1
26	COC(=O)c1sc2cccc(F)c2c1S(=O)(=O)NC(C)c1ccccc1 (stereo not given)	8	x	-2	9.6%	4	-9	1	3	0.9
27	CCCCC1CCC(C(=O)N(CC(C)C)c2c(N)n(CCCC)c(=O)[nH]c2=O)CC1 (stereo not given)	-3	-4	0	-1.2%	9	u	6	4	-0.1
28	NS(=O)(=O)c1ccc(NC(=O)CN2C(=O)CCC2=O)cc1	8	x	2	-0.5%	x	0	2	1	x
29	COc1cc(-c2nnc(NC(=O)CCS(=O)(=O)c3ccccc3)o2)cc(OC)c1OC	-11	41*	-8	2.1%	-2	-19	3	3	3.7
30	Cc1ccc(/C=C/c2onc(C)c2S(=O)(=O)N2CCC(C(=O)N3CCN(c4ccccc4F)CC3)CC2)cc1	-13	x	1	0.8%	1	x	4	6	2.0
31	COc1cc2c(cc1OC)C(c1cccc([N+](=O)[O-])c1)N(C(=O)c1ccccc1C(=O)O)CC2 (stereo not given)	-6	-8	-2	4.2%	-1	6	11	-1	-0.5
32	Cc1nc(-n2nnc3cc(C)c(C)cc32)c2c3c(sc2n1)CCCC3	14	-6	-4	2.2%	-27	2	-3	3	1.1
33	COCCN(C(=O)COC(=O)c1cc(C)oc1C)c1c(N)n(Cc2ccccc2)c(=O)[nH]c1=O	3	-18	-3	1.1%	1	-9	2	5	0.5
34	Cc1c(Cl)cccc1NC(=O)Nc1cccnc1	-1	-3	-4	1.8%	4	9	4	3	-0.1
35	COc1ccc(C)cc1S(=O)(=O)NC(C)C(=O)NC1CC1 (stereo not given)	-11	15	-2	1.2%	-3	11	3	3	1.0
36	O=C(N/N=C/c1cccc(Cl)c1)C1CCCC1	12	-4	6	1.9%	-3	7	3	1	-0.4
37	O=C(Nc1ccccc1)C1COc2ccccc2O1 (stereo not given)	-5	5	-10	0.7%	-10	5	-7	3	0.2
38	Cc1cc(C(=O)OCC(=O)Nc2ccc(F)cc2F)c(C)o1	-1	0	-3	2.4%	-11	9	-5	2	-0.7
39	Cc1cc(NC(=O)C(=O)NCCN2CCN(S(C)(=O)=O)CC2)ccc1Br	-9	0	2	2.3%	-4	-6	-1	9	-0.3
40	Cc1cc(N2CCN(C(c3ccccc3)c3ccc(Cl)cc3)CC2)n2ncnc2n1 (stereo not given)	21	31*	3	-0.7%	8	x	2	-1	-0.5
41	OC1(CNCc2cn[nH]c2-c2cc3ccccc3o2)CCCCC1	8	4	1	3.2%	2	-22	2	3	0.4
42	CCCn1c2ccccc2c2cnn(CC(=O)NCCc3ccc(S(N)(=O)=O)cc3)c(=O)c21	11	x	3	5.7%	-5	2	-3	2	-0.6
43	CNc1oc(-c2ccc(COc3ccc(C)cc3)o2)nc1C#N	-4	x	0	0.4%	11	-28	-2	1	-0.5
44	CCCCCCc1cc2cc(S(=O)(=O)c3ccc(F)c(Cl)c3)c(=O)oc2cc1O	-10	8	-5	4.7%	-7	-8	-5	51*	34*
45	CCOc1ccc(NC(=O)CSc2nc(NS(=O)(=O)c3ccc(C)cc3)cc(=O)[nH]2)cc1	14	-16	-5	0.2%	9	-11	-8	4	-3.6

Among those listed so far, 10 contain an NH in an aromatic ring:
entry	canonical_smiles	D1 antagonist	D2 antagonist	D1 PAM	RXFP1 agonist	D2 potentiator	RXFP1 antagonist	TRHR enhancer	D1 ag	D2 ag
2	CC(/C=N/n1c(-c2ccc(C)cc2)n[nH]c1=S)=C\c1ccco1	-8	7	-5	0.8%	2	-7	-11	1	-0.3
8	COc1ccc(CCNC(=O)c2ccc3nc[nH]c3c2)cc1	-1	20	-4	2.2%	-6	9	-5	0	0.6
14	CC(CCc1ccccc1)NC(=O)C(=O)c1c[nH]c2ccccc12 (stereo not given)	3	11	-2	-0.1%	-4	16	2	4	0.7
17	O=C(CSc1n[nH]c(-c2ccccc2)n1)N1CCN(c2ccc(F)cc2)CC1	-3	x	-1	5.4%	11	-11	1	-1	-0.6
23	O=C(N/N=C/C(Br)=C\c1ccccc1)c1ccc2nc[nH]c2c1	13	34*	-2	2.5%	9	-6	-5	-1	1.0
25	Cc1ccc(C(=O)OCC(=O)c2c[nH]c3ccccc23)cc1S(=O)(=O)N1CCCCC1	-13	2	2	3.3%	6	-3	-1	3	-0.1
27	CCCCC1CCC(C(=O)N(CC(C)C)c2c(N)n(CCCC)c(=O)[nH]c2=O)CC1 (stereo not given)	-3	-4	0	-1.2%	9	u	6	4	-0.1
33	COCCN(C(=O)COC(=O)c1cc(C)oc1C)c1c(N)n(Cc2ccccc2)c(=O)[nH]c1=O	3	-18	-3	1.1%	1	-9	2	5	0.5
41	OC1(CNCc2cn[nH]c2-c2cc3ccccc3o2)CCCCC1	8	4	1	3.2%	2	-22	2	3	0.4
45	CCOc1ccc(NC(=O)CSc2nc(NS(=O)(=O)c3ccc(C)cc3)cc(=O)[nH]2)cc1	14	-16	-5	0.2%	9	-11	-8	4	-3.6

Some of the compounds tested; count on the stated rates, not on these rows.
